Shn3 inh set2 – reduces Shn3 3'UTR luciferase signal in osteoblasts. inhibition, % at 12.5 µM. 0.52% of 360,000 active. Clone20 osteoblast Shn3 3'UTR firefly luciferase, 24 h. AID 588674;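 active = mean inhibition of at least 75% with every replicate also reaching 75%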;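 note: 0% = median of neutral control wells and 100% = pilot-screen positive control compound; some compounds past the cut are filed as inactive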
HIF-2a inh – inhibitors of HIF-2a; 786-0 RCC cells HIF-2a reporter, luciferase luminescence, overnight; 0.72% of 360,000 active; inhibition, % at 18.8 µM;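 active = inhibition of the luminescence signal of 40% or more relative to plate controls, in a single-dose primary screen at 18.75 µM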
NR2E3 ag-1 – activates human photoreceptor nuclear receptor NR2E3 | Q9Y5X4 | GST-NR2E3/biotin-RetCOR TR-FRET, 1536-well | inhibition of corepressor binding, % at 4.78 µM | 0.12% of 320,000 active | AID 2300;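 active = percent inhibition above the cutoff of mean plus 3 SD of all tested compounds, set per screening campaign, cut at about 20% in these data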;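 note: 0% = DMSO wells and 100% = biotin wells as full block of FRET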
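system = GST-tagged NR2E3 plus biotinylated RetCOR corepressor | input = 1.35 nM GST-NR2E3 | also added = 7 nM biotin-RetCOR | schedule = 5 h incubation at 4 °C | measured by = TR-FRET with europium anti-GST and streptavidin-D2, 340 nm excitation | read-out = percent loss of FRET ratio relative to control wells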
Peg3 prom inh – inhibitors of Peg3 promoter; inhibition, % at 20 µM; HeLa PEG-Prom luciferase reporter, luminescence, overnight; 1.7% of 360,000 active;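 active = inhibition of at least 50% at 20 µM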
iPSC survival up – hiPSC single-cell survival enhancement; AID 602274; ATPlite luminescence; 100% = ROCK inhibitor wells, 0% = DMSO; 0.044% of 360,000 active; survival enhancement, % at 20 µM; in the data active = survival enhancement above about 18%;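 note: cells exposed to compounds for 16 hours before the ATP read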
H9c2 protect – modulators protecting cardiomyocytes from myocardial damage; 0.63% of 360,000 active; AID 588492; H9c2 cardiomyocytes, H2O2 injury protection, ATPLite, 2 h; protection from H2O2 cell death, % at 20 µM;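 active = compounds giving at least 50% protection of heart cells from peroxide-induced death in the single-dose screen, raw or plate-pattern-corrected value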;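 note: 0% = DMSO wells with peroxide and 100% = DMSO wells without peroxide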
MITF TRPM1 inh – MITF TRPM1 promoter inhibition in SK-MEL-5 cells; SK-MEL-5 TRPM1 promoter luciferase, 24 h; inhibition, % at 12.5 µM; 0.83% of 330,000 active; AID 488899;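 active = mean inhibition across replicates of 60% or more, whatever share of single replicates reaches that level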; note: values of inactives mirror those of a sister screen read the other way
CaV13 FRET inh – Disruptors of the CACNA1D IQ motif to Ca2+-dependent inactivation inhibitor domain association, primary screening, Förster resonance energy transfer in intact living … | HEK cells, CFP/YFP FRET ICDI-IQ, plate reader, 10 min; percent FRET-ratio fall versus neutral wells | inhibition, % at 12.3 µM | 0.098% of 340,000 active;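 active = mean replicate inhibition of at least 30% and at least 1% of replicates passing that level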;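 note: 0% = median of the neutral control wells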
NR2E3 ag-2 – agonists of human NR2E3 nuclear receptor; 0.35% of 360,000 active; inhibition of corepressor binding, % at 3.98 µM; Q9Y5X4; CHO-S Gal4-NCOR/VP16-NR2E3 two-hybrid, luciferase; AID 602229;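 active = inhibition above the mean of all tested compounds plus 3 SD, cut at about 70% in these data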;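 note: 0% = DMSO with NR2E3 transfected cells and 100% = cells lacking NR2E3 construct; higher means lower luciferase signal from less NR2E3 corepressor binding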
HTR2A ag – mouse HTR2A agonism via beta-arrestin recruitment; CHO-K1 mHTR2A beta-arrestin complementation, luminescence; percent of 30 µM serotonin response; AID 624169; activation, % at 7.6 µM; 0.66% of 360,000 active;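 active = activation above a run cutoff, the mean activation of all tested compounds plus 3 SD, cut at about 14% in these data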;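 note: 0% = plate median of compound wells and 100% = 30 µM serotonin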
Target sequence (P35363 whole entry, looked up): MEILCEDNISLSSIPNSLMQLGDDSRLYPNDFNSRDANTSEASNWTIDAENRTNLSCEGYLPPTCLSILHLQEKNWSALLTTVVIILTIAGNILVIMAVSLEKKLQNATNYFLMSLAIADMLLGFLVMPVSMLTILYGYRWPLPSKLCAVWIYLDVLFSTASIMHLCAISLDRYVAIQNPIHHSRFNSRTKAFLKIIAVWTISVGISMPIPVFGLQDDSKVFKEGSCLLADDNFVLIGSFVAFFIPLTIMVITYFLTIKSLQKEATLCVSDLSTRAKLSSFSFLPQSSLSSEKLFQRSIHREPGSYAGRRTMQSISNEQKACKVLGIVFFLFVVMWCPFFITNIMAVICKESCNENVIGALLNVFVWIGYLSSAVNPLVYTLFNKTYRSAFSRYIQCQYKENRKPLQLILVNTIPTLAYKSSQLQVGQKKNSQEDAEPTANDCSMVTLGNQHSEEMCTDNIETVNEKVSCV
PDI turbidity – PDI (human) enzyme inhibition; 0.052% of 350,000 active; inhibition, % at 10 µM; PDI insulin aggregation turbidity, A650, 90 min; P07237;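 active = mean inhibition across replicates of 30% or more, whatever share of single replicates reach that level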;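 note: absorbance from insulin aggregation driven by PDI reduction with DTT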
Target sequence (P07237 whole entry, looked up): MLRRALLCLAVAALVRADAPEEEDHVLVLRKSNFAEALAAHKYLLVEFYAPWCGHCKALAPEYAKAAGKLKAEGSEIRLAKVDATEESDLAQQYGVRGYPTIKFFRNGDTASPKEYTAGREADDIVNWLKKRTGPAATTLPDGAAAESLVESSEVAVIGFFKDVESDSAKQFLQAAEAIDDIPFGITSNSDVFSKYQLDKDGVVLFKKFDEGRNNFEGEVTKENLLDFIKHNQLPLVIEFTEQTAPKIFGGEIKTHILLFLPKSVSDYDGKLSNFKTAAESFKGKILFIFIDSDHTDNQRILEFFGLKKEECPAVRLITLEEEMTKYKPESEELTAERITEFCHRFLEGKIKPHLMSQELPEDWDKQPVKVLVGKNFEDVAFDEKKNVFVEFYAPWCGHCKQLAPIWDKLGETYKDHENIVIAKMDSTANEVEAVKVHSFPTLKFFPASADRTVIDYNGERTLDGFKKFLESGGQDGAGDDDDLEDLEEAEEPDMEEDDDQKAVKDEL
Numbers without * were called inactive; / = not tested or not shown.

SMILES	Shn3 inh set2	HIF-2a inh	NR2E3 ag-1	Peg3 prom inh	iPSC survival up	H9c2 protect	MITF TRPM1 inh	CaV13 FRET inh	NR2E3 ag-2	HTR2A ag	PDI turbidity
Cc1cc(N2CCOCC2)ccc1/C=C1\SC(=O)N(C(C)C)C1=O	-20	-252	-3	-282	-2.8	23	-67	-10	-31	2	-2
Cc1cc(Nc2ccccc2)n(CCOC(=O)COc2ccccc2)n1	-3	12	2	10	4.2	8	-6	/	5	-2	14
Clc1ccccc1OCCCOc1cccc2cccnc12	-104	-304	2	-308	0.2	-7	-34	-20	-56	-7	-33
O=C(O)CN(c1ccc(F)cc1)S(=O)(=O)c1ccc2c(c1)OCCO2	-1	-6	2	15	1.7	1	1	-8	-5	0	10
Cc1cccc(COC[C@H](CC(C)C)N2CCN(C(=O)c3ccc(C(C)(C)C)cc3)CCC2=O)c1	/	-6	/	/	0.1	/	/	-6	6	-6	/
Cn1ncc2c(N3CCN(c4ccccc4F)CC3)ncnc21	22	-57	2	-19	6.4	9	-18	-4	-7	-1	-8
Nc1c(C(=O)CSc2nccn2-c2cccc(F)c2)c(=O)[nH]c(=O)n1C1CC1	-3	16	3	5	-0.3	1	2	-6	0	5	-5
CCC1CCc2c(sc(N)c2C(N)=O)C1 (centres undefined)	-4	-17	2	-2	-1.1	1	1	-8	-5	-2	-3
COc1ccc(OCCSc2nc3ccccc3n2CC(=O)O)cc1	16	5	-2	8	4.0	1	4	-8	-20	1	-3
O=C(NNS(=O)(=O)c1ccccc1F)c1cccc(S(=O)(=O)N2CCOCC2)c1	-21	0	-1	12	4.2	1	-6	-2	12	4	26
CCCCNC(=O)C1c2ccccc2OCC(=O)N1CCCN1CCOCC1 (centres undefined)	/	3	/	/	0.1	/	/	-2	-27	3	/
S=C(Nc1ccccc1)Nc1nc2ccccc2n1CCOc1ccc(Cl)cc1	-3	-127	2	-8	-0.5	1	-7	-2	-11	-9	-10
Cn1cnc([N+](=O)[O-])c1Sc1nc(N)nc2c1ncn2C1OC(CO)C(O)C1O (centres undefined)	23	21	/	61*	-3.2	4	41	-6	-15	-2	3
CC(C)c1ccc(NC(=O)c2cccnc2)cc1	-108	-219	1	-366	0.6	-7	-93	/	-68	1	-8
CCOc1ccc(-c2cc(N3C(=O)Nc4ccccc4N3O)n[nH]2)cc1	-15	3	-3	-12	-0.3	-12	4	-2	-44	2	-12
CCOC(=O)c1ccc(NC(=S)N(CCCN(CC)CC)Cc2ccco2)cc1	-21	17	2	13	0.4	5	-4	-5	2	-4	14
CC(C)Cn1c(N)c(C(=O)COC(=O)[C@H](C)NC(=O)c2ccccc2Cl)c(=O)n(C)c1=O	12	11	0	-1	0.6	-8	14	-2	6	-8	0
CSc1ccc(/C=C2\C(=N)N3N=C(CC(=O)N4CCCCC4)SC3=NC2=O)cc1	3	2	4	5	-0.5	-5	7	-7	1	5	6
COC(CNC(=O)c1ccc(Cn2c(=S)[nH]c3cc4c(cc3c2=O)OCO4)cc1)OC	-6	-9	0	10	5.0	6	5	-5	9	-6	-9
CNCCC1Sc2ccccc2Oc2ccccc21 (centres undefined)	0	5	6	-5	-0.6	10	5	-3	-1	-5	2
COc1ccc(NC(=O)CSc2nnc3n2CCCCC3)cc1	-4	8	0	1	0.5	-5	-7	-4	7	0	0
COCCN(Cc1cc2cc(C)ccc2n2nnnc12)C(=S)Nc1cccc(C)c1	51	26	-3	26	3.2	-10	12	-2	-10	-4	-2
COc1ccc(NC(=O)COC(=O)CCCC2=NS(=O)(=O)c3ccccc3N2)cc1	-4	-6	-1	-7	0.3	2	-8	-7	-1	-7	0
N#Cc1cccc(NC(=O)C2SC(=Nc3ccccc3)C(C(=O)N3CCOCC3)=C2N)c1 (centres undefined)	10	5	-2	23	-0.4	0	-1	8	-14	3	-1
Cc1ccc(CNC(=O)c2ccc(S(=O)(=O)N3CCCCCC3)cc2)cc1	18	8	/	5	-0.3	-2	/	-5	-13	-2	-2
NC1=NC[C@@H](CC2CCCCC2)N1CCc1cc(C(F)(F)F)cc(C(F)(F)F)c1	97*	-27	/	94*	-3.5	-49	99*	/	48	0	-4
COCCN(CCOC)S(=O)(=O)c1ccc(C(=O)Nc2ccncc2)cc1	1	18	/	0	0.2	-5	10	-4	-28	2	8
Cc1ccc(-c2csc3ncn(C(C)C(=O)O)c(=O)c23)cc1 (centres undefined)	4	14	0	12	-0.8	15	3	-4	-14	5	-1
O=C(COC(=O)c1ccc(Br)o1)Nc1ccc(Br)cc1	1	-7	-2	-8	-0.3	-6	-1	-5	10	4	-10
C/C(=N\NC(=S)Nc1ccccc1)C1Cc2ccccc2C(=O)O1 (centres undefined)	-68	-7	0	14	-0.7	-6	/	-3	-90	3	-5
CCCCNC(=O)C(=O)NCC1CCCN1S(=O)(=O)c1cccs1 (centres undefined)	-1	12	0	10	-0.4	1	-3	-7	-23	-2	-3
CCCCc1nc(NCCN)c(C#N)c2c1CSC(C)(C)C2	2	18	4	12	-2.5	-6	1	/	21	-4	1
Cn1nc(C(=O)Oc2cc(=O)n(C)c3ccccc23)c2ccccc2c1=O	5	15	1	5	-1.8	3	2	-6	-3	-3	-2
Cn1c(C(=O)NCCc2ccsc2)cc2c(=O)n(C)c3ccccc3c21	7	-6	0	34	1.0	96*	-10	-2	12	2	/
Cc1cc(Cl)ccc1C(=O)C1CCCN(C(=O)c2ccc3c(c2)OCO3)C1 (centres undefined)	2	15	/	7	-4.0	-16	/	-9	-37	3	3
COc1cccc(NC(=O)CC2COc3ccccc3O2)c1 (centres undefined)	-5	-93	2	-52	6.9	-2	-2	/	-3	0	2
C=CCN1CCc2nc(N)sc2CC1	-13	-9	/	-3	-1.4	36	-4	-6	-29	50*	-1
COc1ccc(Cl)cc1NC(=O)CN(C)C(=O)c1ccc(N2CCCCCC2)c([N+](=O)[O-])c1	30	-11	6	21	-0.4	-10	7	-3	70	-24	-9
COCC(=O)N1CCC(Oc2ccc(C(=O)NCCc3ccncc3)cc2)CC1	-4	0	-1	9	-0.6	1	7	-5	-21	3	-3
CCOc1cc(C)c(S(=O)(=O)NCc2ccccn2)cc1C	6	9	6	21	-0.7	1	16	-10	22	-1	6

An excerpt of these results, in markdown.
| SMILES | Shn3 inh set2 | HIF-2a inh | NR2E3 ag-1 | Peg3 prom inh | iPSC survival up | H9c2 protect | MITF TRPM1 inh | CaV13 FRET inh | NR2E3 ag-2 | HTR2A ag | PDI turbidity |
| --- | --- | --- | --- | --- | --- | --- | --- | --- | --- | --- | --- |
| Cn1nc(C(=O)Oc2cc(=O)n(C)c3ccccc23)c2ccccc2c1=O | 5 | 15 | 1 | 5 | -1.8 | 3 | 2 | -6 | -3 | -3 | -2 |
| Cn1c(C(=O)NCCc2ccsc2)cc2c(=O)n(C)c3ccccc3c21 | 7 | -6 | 0 | 34 | 1.0 | 96* | -10 | -2 | 12 | 2 | / |

(listing goes on)
SMILES	Shn3 inh set2	HIF-2a inh	NR2E3 ag-1	Peg3 prom inh	iPSC survival up	H9c2 protect	MITF TRPM1 inh	CaV13 FRET inh	NR2E3 ag-2	HTR2A ag	PDI turbidity
CCn1c(=O)c2c(nc(SCC(=O)NC3CCCC3)n2C)n(C)c1=O	15	5	-2	-3	0.0	3	-10	-3	0	5	-15
S=c1[nH]nc(-c2ccc(Cl)cc2Cl)n1-c1ccc2c(c1)OCCO2	-3	-41	1	-34	-0.5	7	-10	-4	-30	-3	-2
O=S(=O)(c1ccc(F)cc1)N1CCN(c2ccccn2)CC1	12	9	7	21	-0.4	-4	8	-3	-14	3	-1
Cc1cccc(C(=O)NC2CCCCCCC2)c1	-69	-236	0	-298	-0.5	-7	-67	-5	-99	-5	3
O=C1C2CCCCN2C(=O)N1CCCCN1CCN(c2ccc([N+](=O)[O-])cc2)CC1 (centres undefined)	29	17	0	7	1.7	17	-1	-5	-5	-6	-4
COC(=O)c1ccc(Cn2ccc(=O)[nH]c2=O)cc1	-14	3	/	16	0.2	4	0	-6	-21	-3	-7
CC(C)C(=O)Nc1cccc(NC(=O)c2cc3ccccc3o2)c1	-71	-197	-1	-262	-2.8	2	-70	-5	-68	-4	-10
COc1ccc(C2CC2C(C)=O)cc1 (centres undefined)	-10	4	3	8	9.1	-2	2	-5	1	-1	-2
CC(=O)Nc1ccccc1OCC(=O)c1ccc2c(c1)OCO2	-39	-216	-2	-163	-0.5	-2	-22	-4	-117	3	-2
CC(NC(=O)c1noc2c1CCCC2)c1ccccc1 (centres undefined)	2	-32	2	-11	-2.4	0	-8	-8	-22	-2	1
COc1ccc(NC(=O)CN(CC(=O)Nc2ccc(OC)cc2)C(C)(C)CO)cc1	19	-4	-4	7	0.6	-5	-5	-3	-7	2	-8
CC(O)CNc1nc2ccccc2n1CC(=O)NCC(F)(F)F (centres undefined)	-15	20	-5	1	-0.2	-2	9	-2	23	-3	5
Cc1cc(C)c2c(NC(=S)Nc3ccccc3)n[nH]c2n1	4	-108	2	-123	-0.6	-7	-12	-3	-2	-1	0
CC1(C(=O)NS(=O)(=O)c2ccc(Br)cc2)CCN1C(=O)C1CCCCC1 (centres undefined)	9	10	/	3	1.0	0	/	-4	-12	-1	-7
CC(NS(=O)(=O)c1cc2c3c(c1)CCN3C(=O)CC2)c1ccccc1 (centres undefined)	-4	6	/	5	-3.1	4	/	-12	-5	1	4
COc1c(C=O)c2c(c(OC)c1OC)-c1ccc(OC)c(=O)cc1C(NC(C)=O)CC2 (centres undefined)	34	21	/	-16	-0.6	10	42	-12	20	1	-7
NC(=O)CC(NC(=O)c1ccccc1)c1ccc(NCC2CC2)c([N+](=O)[O-])c1 (centres undefined)	34	10	5	16	-0.9	-5	-6	-11	-8	-6	-4
CCc1ccccc1NC(=O)CC1S/C(=N\c2nccs2)N(CC)C1=O (centres undefined)	13	12	-1	19	-0.8	5	7	/	5	-3	-8
Cc1ccc(/C=N/n2nnnc2N)cc1[N+](=O)[O-]	9	-3	1	2	3.2	1	1	/	1	6	1
O=C(CN(Cc1ccc(F)cc1)C(=O)CCC(=O)Nc1ccccn1)NCc1ccco1	/	20	3	2	-1.5	0	-5	-6	-6	6	-8
CC(=O)Nc1ccc(S(=O)(=O)NCC(=O)N2CCN(S(=O)(=O)c3cccs3)CC2)cc1	-8	-2	1	7	0.9	2	3	-2	-9	13	-9
Cc1c2ccccc2c(C)c2c1ccc1ccccc12	-53	-68	2	69*	1.1	-22	-71	-5	-11	-1	4
O=C(COC(=O)/C=C/c1ccc(Cl)cc1)Nc1ccccc1	4	5	-5	1	2.1	4	11	3	-23	-2	5
CC(=O)NC(CCS(C)(=O)=O)C(=O)Nc1ccc(Cl)c(Cl)c1 (centres undefined)	-13	-1	20*	6	4.1	2	12	-22	-43	4	/
CC(C)Oc1ccc(C(=O)Nc2ccc(N3CCCCC3)cc2)cc1	-5	3	-4	16	-2.4	4	-16	-3	18	1	6
COC(=O)c1ccc(-c2nc(O)c3cnccn23)cc1	0	-10	-7	5	-4.6	8	0	/	-15	-2	-8

Screening results as filed in PubChem BioAssay.
